aSyn rescue: qHTS of alpha-syn Inhibitors | AID 652106, 2013 | Yeast expressing alpha-synuclein, growth rescue, BacTiter-Glo, 24 h | Potency, µM (series often up to 46.1 µM), for inactives: top-dose growth rescue (activation), hits mostly activators | actives 0.14% (n = 370,000); further: % of control where 0% means no effect; nearly all actives have a fitted effect of over 65% in size
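Readout is rescue of growth in alpha-synuclein-expressing yeast, so inhibitors of toxicity appear as activators. Growth after 24 hr at 30 deg C in galactose medium is quantified by luminescence.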
PTHR1 ag: qHTS for PTHR1 Agonists: Primary Screen | Parathyroid hormone/parathyroid hormone-related peptide receptor (Homo sapiens), Q03431 | HEK293 GP2 PTHR1 cells, GloSensor cAMP luminescence, 1 h | Potency, µM (top dose mostly 115 µM), without a hit: at the highest dose activation, hits mostly activators | actives 0.075% (n = 410,000); further: nearly all actives have a fitted effect of over 55% in size; some results filed as inactive show a strong effect at the top dose; inactives centre near -15; many of its hits are not listed in these tables
Target sequence (Q03431 whole entry, looked up): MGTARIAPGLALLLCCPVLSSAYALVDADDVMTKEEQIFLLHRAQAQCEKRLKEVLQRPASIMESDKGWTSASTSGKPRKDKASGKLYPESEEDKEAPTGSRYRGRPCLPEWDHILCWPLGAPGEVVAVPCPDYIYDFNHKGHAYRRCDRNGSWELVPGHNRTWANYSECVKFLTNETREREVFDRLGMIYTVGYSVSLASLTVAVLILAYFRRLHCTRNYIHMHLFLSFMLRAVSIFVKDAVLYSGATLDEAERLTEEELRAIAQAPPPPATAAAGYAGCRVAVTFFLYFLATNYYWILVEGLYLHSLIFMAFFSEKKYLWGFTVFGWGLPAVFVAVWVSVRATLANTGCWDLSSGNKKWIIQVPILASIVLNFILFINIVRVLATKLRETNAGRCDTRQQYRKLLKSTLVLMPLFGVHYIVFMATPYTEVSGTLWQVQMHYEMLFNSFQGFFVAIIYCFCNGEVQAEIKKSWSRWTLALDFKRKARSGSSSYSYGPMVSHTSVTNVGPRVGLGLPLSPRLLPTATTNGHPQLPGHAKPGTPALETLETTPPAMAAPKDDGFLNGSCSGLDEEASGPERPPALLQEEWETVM
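HEK-293-derived GP2 cells expressing PTHR1 and a GloSensor cAMP reporter, 3,000/well, plated overnight, given luciferin plus IBMX (each 0.5 mM as added) for 1 h at 37 °C, then compound for 1 h at 37 °C. Luminescence was read after 15 min at room temperature.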
EPAC1 ag: qHTS for Agonist of cAMP-regulated guanine nucleotide exchange factor 3 (EPAC1): primary screen; Rap guanine nucleotide exchange factor 3 (Homo sapiens), O95398; EPAC1 agonist qHTS, biochemical assay; response scale: 100% = response to 6.5 mM cAMP; Potency, µM (doses to about 154 µM), for the others: at the highest dose activation, usual class: activators; actives 0.073% (n = 360,000); further: nearly all actives have a fitted effect of over 60% in size
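Normalized to 6.5 mM cAMP, activity reflects EPAC1-catalysed release of BODIPY-GDP from Rap1B, followed kinetically over 30 min at 480 nm excitation, 540 nm emission. Reaction contained 100 nM EPAC1, 250 nM Rap1B-BODIPY-GDP, 50 uM GDP.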
EPAC2 antag: qHTS for Antagonist of cAMP-regulated guanine nucleotide exchange factor 2 (EPAC2): primary screen; Rap guanine nucleotide exchange factor 4 (Homo sapiens), Q8WZA2; EPAC2 GEF exchange of Rap1B-BODIPY-GDP, fluorescence; Potency, µM (top dose mostly 114 µM), for inactives: top-dose activity, negative = inhibition, usual class: inhibitors; actives 0.18% (n = 360,000); AID 720708, 2013; further: on the % scale 0 is the no-effect control and ±100 the full control effect; nearly all actives have a fitted effect of over 45% in size; many of its hits are not listed in these tables
TDP43 rescue: qHTS of TDP-43 Inhibitors. TDP-43 expressing yeast growth rescue, BacTiter-Glo, 24 h. Potency, µM (titrated, usually from 46.1 µM), inactives show at the top dose growth rescue (activation), most hits filed as activators. actives 1.8% (n = 410,000). AID 652104, 2013; further: % of control where 0% means no effect; nearly all actives have a fitted effect of over 50% in size
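Readout is BacTiter-Glo luminescence of cell growth, so inhibitors register as activators. TDP-43-expressing yeast at OD600=0.02 in galactose medium, after raffinose pregrowth to mid-log, were incubated with compound for 24 hr at 30 deg C.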
EPAC2 agonist: qHTS for Agonist of cAMP-regulated guanine nucleotide exchange factor 4 (EPAC2): primary screen; actives 0.079% (n = 360,000); AID 720711, 2013; EPAC2 activation, biochemical qHTS; response scale: 100% = 6.5 mM cAMP response; Potency, µM (titrated, usually from 154 µM), inactives show at the top dose activation, most hits filed as activators; further: nearly all actives have a fitted effect of over 50% in size
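Readout is BODIPY fluorescence (480 nm excitation, 540 nm emission), which falls as labeled GDP is exchanged off Rap1B. EPAC2 at 100 nM acted on 250 nM RAP1B-BODIPY-GDP with 50 uM GDP present.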
FUS suppressor: qHTS for Suppressors of FUS Proteinopathy: Primary screen using FUS-linked yeast assay; S. cerevisiae FUS-expressing, growth rescue, OD600, 24 h; Potency, µM (top dose mostly 76.6 µM), for the others: at the top dose growth rescue (activation), usual class: activators; actives 0.24% (n = 390,000); AID 1347120, 2019;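 further: plate controls were DMSO vehicle for no effect and reference control for full effect; nearly all actives have a fitted effect of over 55% in size; some results filed as inactive show a strong effect at the top dose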
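S. cerevisiae expressing FUS from galactose induction served as the toxicity model. Growth after 24hr at 30C, read as absorbance at 600 nm, indicates suppression of toxicity; compounds dosed at several concentrations.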
EPAC1 antagonist: qHTS for Antagonist of cAMP-regulated guanine nucleotide exchange factor 3 (EPAC1): primary screen. EPAC1 GEF assay, Rap1b-BODIPY-GDP exchange fluorescence. AID 720709, 2013. actives 0.14% (n = 360,000). Rap guanine nucleotide exchange factor 3 (Homo sapiens), O95398. Potency, µM (doses to about 115 µM), inactives show top-dose activity change, negative = inhibition, usual class: inhibitors;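 further: plate controls were vehicle for no effect and positive control for full effect; nearly all actives have a fitted effect of over 50% in size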
An asterisk follows results filed as active; i = inactive; ? = inconclusive; / = no result given; [ ] = another dose, or the depositor's remark. The call rests on the fitted dose curve; in most records, active means well fitted curve in the direction sought with a large enough effect; inconclusive means small, poorly fitted or top-dose-only effect, or another doubt; inactive means no such curve, though single readings can be large; an effect the other way counts as inactive or inconclusive. Potency means the concentration at half of the fitted maximal effect. An excerpt, so the mix of outcomes need not match the whole.

nr	canonical_smiles	aSyn rescue	PTHR1 ag	EPAC1 ag	EPAC2 antag
1	O=C(c1cccnc1)N(Cc1ccccc1)c1ccccc1	12%	i	-6%	14%
2	O=C(Oc1ccnc2cc(Cl)ccc12)N1CCOCC1	3%	-6%[57.5 µM]	1%	10%
3	CCC(=O)N1CCc2cc(S(=O)(=O)NCCC(=O)NCc3ccccc3OC)ccc21	4%	-2%	8%	-12%
4	Cc1ccc(CNC(=O)c2ccc3c(c2)S(=O)(=O)c2ccccc2C3=O)cc1	-3%	-16%	-4%	-11%
5	O=c1[nH]c2ccccc2nc1/C=C(\O)c1cccs1	1%	i	100µM*	26%
6	COc1cccc(C(=O)/C=C/Nc2ccc(S(=O)(=O)Nc3nc(C)cc(C)n3)cc2)c1	-28%	-4%	-3%	7%
7	C#CCNC(=O)C[C@@H]1C[C@@]2(C(=O)OCC)CCC=C2N(Cc2ccc(Cl)cc2Cl)C1=O	4%	i	-9%	-25%
8	COc1ccc(CN2CCN(C(=O)c3ccc4c(c3)CCC4)CC2)cc1OC	5%	-22%	1%	-7%
9	CCOc1ccccc1Nc1ccc(C(=O)O)cc1[N+](=O)[O-]	2%	i	0%	-11%
10	CCN(CC(=O)Nc1c(F)cccc1F)C(=O)c1ccc(-c2ccc(C(C)=O)cc2)o1	0%	-5%	6%	?

nr	TDP43 rescue	EPAC2 agonist	FUS suppressor	EPAC1 antagonist
1	-23%	6%	18%	3%
2	10%	7%	18%	11%
3	-5%	-3%	-8%	-1%
4	21%	-4%	6%	-25%
5	-3%	?	0%	16%
6	-11%	-3%	9%	-10%
7	24%	3%	44%	-14%
8	6%	-6%	17%	-9%
9	2%	-7%	-17%	-6%
10	16%	14%	17%	-10%

Complete entries, looked up by structure.
O=C(c1cccnc1)N(Cc1ccccc1)c1ccccc1 as listed: aSyn rescue: 12%; PTHR1 ag: i; EPAC1 ag: -6%; EPAC2 antag: 14%; TDP43 rescue: -23%; EPAC2 agonist: 6%; FUS suppressor: 18%; EPAC1 antagonist: 3%
O=C(Oc1ccnc2cc(Cl)ccc12)N1CCOCC1 as listed: aSyn rescue: 3%; PTHR1 ag: -6%[57.5 µM]; EPAC1 ag: 1%; EPAC2 antag: 10%; TDP43 rescue: 10%; EPAC2 agonist: 7%; FUS suppressor: 18%; EPAC1 antagonist: 11%

Back to the main list, repeating the two entries before the break.
nr	canonical_smiles	aSyn rescue	PTHR1 ag	EPAC1 ag	EPAC2 antag
9	CCOc1ccccc1Nc1ccc(C(=O)O)cc1[N+](=O)[O-]	2%	i	0%	-11%
10	CCN(CC(=O)Nc1c(F)cccc1F)C(=O)c1ccc(-c2ccc(C(C)=O)cc2)o1	0%	-5%	6%	?
11	O=C(NC1CCCC1)C(c1ccncc1)N(Cc1ccccc1)C(=O)c1ccc(-c2ccccc2)[nH]1 (configuration not stated)	29%	-3%	-6%	-1%
12	CS(=O)(=O)N1CCc2cc(S(=O)(=O)Nc3ccc4c(c3)OCCO4)ccc21	13%	i	3%	0%
13	O=C(NCc1ccco1)c1cc(C(=O)C2CCCCC2)c[nH]1	5%	-4%[57.5 µM]	7%	0%
14	O=C(NNC(=O)c1cc(-c2ccco2)nc2ccccc12)c1ccccc1	-9%	i	5%	1%
15	CCCN(CC1CC1)C(=O)CSc1ncnc2sc(C)c(C)c12	3%	-2%	9%	-5%
16	CN(CC(=O)NC1CCCCCC1)S(=O)(=O)c1ccc2c(c1)n(C)c(=O)c(=O)n2C	-1%	i	-9%	4%
17	COc1cccc(/C=C2/C(=O)NN(c3ccc(C)c(C)c3)C2=O)c1	-1%	-6%	-5%	4%
18	O=C(COc1coc(CN2CCN(c3ccccc3F)CC2)cc1=O)NCC1CCCO1 (configuration not stated)	1%	i	-9%	12%
19	CCCCCN=C(C)c1c(O)c2ccccc2oc1=O	-15%	i	4%	-3%
20	COc1ccc(N2C(=O)/C(=C/c3ccc([N+](=O)[O-])cc3)N=C2C)c(OC)c1	0%	-93%[inhibitor]	-1%	-2%

nr	TDP43 rescue	EPAC2 agonist	FUS suppressor	EPAC1 antagonist
9	2%	-7%	-17%	-6%
10	16%	14%	17%	-10%
11	?	5%	?	-20%
12	-18%	-7%	12%	5%
13	-20%	5%	15%	-1%
14	-5%	17%	11%	-13%
15	9%	10%	10%	2%
16	9%	-1%	-2%	-2%
17	-9%	-2%	23%	-3%
18	9%	0%	6%	6%
19	-17%	-5%	-20%	-20%
20	1%[9.22 µM]	25%	0%	-8%

Continued.
nr	canonical_smiles	aSyn rescue	PTHR1 ag	EPAC1 ag	EPAC2 antag
21	O=C(CCCN1C(=O)c2ccccc2C1=O)OC1CSCC1NC(=O)c1ccccc1 (configuration not stated)	0%	i	10%	9%
22	CN(C)c1ccc(N2C(=NC(=O)c3ccccc3)SC3CS(=O)(=O)CC32)cc1 (configuration not stated)	3%	i	12%	-10%
23	NC(=O)CCn1c(=O)oc2ccccc21	4%	-21%	-9%	15%
24	COc1ccc(-c2nc(N)ncc2-c2ccccc2OC)c(O)c1	2%	-24%	-3%	-26%
25	S=c1[nH]c2ccccc2n2c(=S)[nH]nc12	-4%	i	11%	5%
26	O=c1ccncn1C1OC(CO)C(O)C1O (configuration not stated)	-3%	i	-3%	1%
27	COc1cc2ccccc2cc1C(=O)NC(=S)Nc1cc(C(=O)O)ccc1C	-1%	i	5%	-2%
28	COCCCn1c(=O)c2sccc2n(Cc2cc(C(=O)OC)ccc2OC)c1=O	9%	i	11%	3%

nr	TDP43 rescue	EPAC2 agonist	FUS suppressor	EPAC1 antagonist
21	6%	-3%[15.6 µM]	-19%	-1%
22	-23%	13%	-19%	-3%
23	3%	-4%	21%	15%
24	4%	14%	4%	-7%
25	?	7%	-2%	2%
26	-6%	6%	/	-4%
27	-12%	3%	-14%	0%
28	0%	5%	-2%	-5%

An excerpt from above, showing only aSyn rescue and PTHR1 ag.
nr | SMILES | aSyn rescue | PTHR1 ag
26 | O=c1ccncn1C1OC(CO)C(O)C1O (configuration not stated) | -3% | i
27 | COc1cc2ccccc2cc1C(=O)NC(=S)Nc1cc(C(=O)O)ccc1C | -1% | i
28 | COCCCn1c(=O)c2sccc2n(Cc2cc(C(=O)OC)ccc2OC)c1=O | 9% | i

Screens (PubChem BioAssay)
